MCF10A rereplic – A quantitative high throughput screen for small molecules that induce DNA re-replication in MCF 10a normal breast cells; MCF 10A DNA re-replication, Hoechst nuclear intensity, 48 h; Potency, µM (top dose mostly 46.1 µM), inactives show at the highest dose activity, positive = re-replication, actives largely listed as activators; 350,000 tested, 2.9% active; also: % of control where 0% means no effect; nearly all actives have a fitted effect of over 50% in size
EPAC2 antagonist – qHTS for Antagonist of cAMP-regulated guanine nucleotide exchange factor 2 (EPAC2): primary screen. EPAC2 GEF exchange of Rap1B-BODIPY-GDP, fluorescence. 360,000 tested, 0.18% active. Potency, µM (titrated, usually from 114 µM), for the others: at the top dose activity, negative = inhibition, most hits filed as inhibitors; also: % is scaled to controls: 0 for no effect and ±100 for the full control effect; nearly all actives have a fitted effect of over 45% in size; many of its hits are not listed in these tables
Target sequence (Q8WZA2 whole entry, looked up): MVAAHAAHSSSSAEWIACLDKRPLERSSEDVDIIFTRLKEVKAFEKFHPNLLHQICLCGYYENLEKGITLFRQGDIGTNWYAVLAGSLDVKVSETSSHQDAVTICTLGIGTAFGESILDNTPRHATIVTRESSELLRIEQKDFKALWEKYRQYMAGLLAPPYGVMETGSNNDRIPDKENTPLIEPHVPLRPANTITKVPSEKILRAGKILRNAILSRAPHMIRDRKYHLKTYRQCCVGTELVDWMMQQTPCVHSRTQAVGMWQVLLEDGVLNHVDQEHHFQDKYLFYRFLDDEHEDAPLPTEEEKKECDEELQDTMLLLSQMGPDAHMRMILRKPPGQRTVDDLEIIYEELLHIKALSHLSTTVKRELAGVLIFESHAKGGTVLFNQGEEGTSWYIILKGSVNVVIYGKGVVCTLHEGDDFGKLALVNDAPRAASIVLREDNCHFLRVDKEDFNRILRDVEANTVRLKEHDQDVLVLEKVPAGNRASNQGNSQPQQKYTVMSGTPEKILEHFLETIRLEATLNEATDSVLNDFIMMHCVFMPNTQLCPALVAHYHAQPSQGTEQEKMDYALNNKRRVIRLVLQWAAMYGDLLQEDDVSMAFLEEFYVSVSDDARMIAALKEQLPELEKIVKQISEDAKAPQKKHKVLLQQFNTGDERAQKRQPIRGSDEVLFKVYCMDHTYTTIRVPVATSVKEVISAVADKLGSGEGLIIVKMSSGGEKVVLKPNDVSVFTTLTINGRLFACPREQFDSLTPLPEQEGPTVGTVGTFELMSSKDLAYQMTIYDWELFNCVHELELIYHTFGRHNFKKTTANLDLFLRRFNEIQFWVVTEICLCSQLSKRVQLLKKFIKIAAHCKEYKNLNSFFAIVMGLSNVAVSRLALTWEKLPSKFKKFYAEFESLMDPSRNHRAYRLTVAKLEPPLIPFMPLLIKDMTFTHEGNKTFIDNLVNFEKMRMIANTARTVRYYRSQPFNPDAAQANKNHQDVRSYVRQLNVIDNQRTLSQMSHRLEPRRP
Nrf2 activator – qHTS of Nrf2 Activators; AREc32 ARE-luciferase reporter (MCF7-derived line), luminescence, 24 h; Potency, µM (doses to about 46.1 µM), for inactives: top-dose activation, usual class: activators; 410,000 tested, 0.31% active; AID 624171, 2012; also: % of control where 0% means no effect; nearly all actives have a fitted effect of over 65% in size
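AREc32 cells carrying an ARE-driven firefly luciferase, 1000 cells/well in OPTI-MEM with 5% FBS, dosed after overnight attachment and incubated 24 hr at 37 deg C. Steady-Glo luminescence read after 30 min at RT.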
ATXN viability – Viability Counterscreen for Primary qHTS for Inhibitors of ATXN expression; S2 cells (HEK-293 line with an ATXN2-luciferase reporter) viability, CellTiter-Fluor protease fluorescence, 24 h; Potency, µM (highest dose often 56.7 µM), usual class: cytotoxic; 400,000 tested, 0.49% active; also: nearly all actives have a fitted effect of over 40% in size
A549 viability – Nrf2 qHTS screen for inhibitors: counterscreen for cytotoxicity; A549 ARE-Fluc cells, CellTiter-Fluor viability, 18-24 h; Potency, µM (top dose mostly 46 µM), for the others: at the highest dose activity change, negative = cytotoxicity, most hits filed as inhibitors; 390,000 tested, 0.16% active; also: % is scaled to controls: 0 for no effect and ±100 for the full control effect
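A549 ARE_Fluc cells in 5% FBS OPTI-MEM were exposed to compounds in concentration-response for 18-24 h at 37 deg C. Viability was read by CellTiter-Fluor fluorescence (Ex 405/Em 525) after 30 min, before the luciferase read.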
ATXN2 expr inh – Primary qHTS for Inhibitors of ATXN expression; HEK-293 ATXN2-luciferase reporter, luminescence, 24 h; Potency, µM (series often up to 57 µM), for inactives: at the top dose activity change, negative = inhibition, most hits filed as inhibitors; 360,000 tested, 0.72% active; AID 1745845, 2022; also: % is scaled to controls: 0 for no effect and ±100 for the full control effect; nearly all actives have a fitted effect of over 55% in size
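qHTS (up to 57 uM final) was run with 24 h compound exposure of reporter cells at 37 °C. Each well was multiplexed: SteadyGlo luminescence measured ATXN2-luciferase expression after a fluorogenic Gly-Phe-AFC viability readout (25 uM final).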
Nrf2 block – Nrf2 qHTS screen for inhibitors; A549 ARE-Fluc reporter, luciferase luminescence, 18-24 h; AID 504444, 2011; 360,000 tested, 2.1% active; Potency, µM (highest dose often 46 µM), inactives show at the top dose activity change, negative = inhibition, usual class: inhibitors; also: % is scaled to controls: 0 for no effect and ±100 for the full control effect; nearly all actives have a fitted effect of over 60% in size
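Concentration-response testing used A549 ARE_Fluc cells at 5000 cells/well. Following an 18-24 h compound incubation, viability was read by fluorescence (Ex 405/Em 525) and luciferase output by luminescence.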
TGFb inhibitor – qHTS for Inhibitors of TGF-b; 410,000 tested, 1.2% active; HepG2 CAGA-GFP TGF-b/SMAD3 reporter, GFP fluorescence, 18 h; TGF-beta stimulated, 500 pg/mL final; Potency, µM (series often up to 46.1 µM), for the others: at the highest dose activity, negative = inhibition, most hits filed as inhibitors; also: % is scaled to controls: 0 for no effect and ±100 for the full control effect; nearly all actives have a fitted effect of over 65% in size
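Inhibition was scored as loss of TGF-beta-induced (500 pg/mL final, 18 hours, 37 degrees C) GFP in HEPG2 cells carrying a CAGA-GFP reporter, in DMEM with 1% FBS. Well GFP was summed per cell; Activity was normalised to unstimulated and stimulated DMSO wells, then concentration-response fitting.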
HepG2 tox – qHTS for Inhibitors of TGF-b: Cytotox Counterscreen; AID 588856, 2011; 410,000 tested, 0.76% active; HepG2 CAGA-GFP viability, ATP luminescence, 18 h; Potency, µM (doses to about 46.1 µM), for inactives: at the top dose activity change, negative = cytotoxicity, usual class: cytotoxic; also: some results filed as inactive show a strong effect at the top dose
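CellTiter-Glo luminescence gave cytotoxicity after 18 hours at 37 degrees C. The cells were HepG2 CAGA-GFP in 1% FBS DMEM, stimulated with 500 pg/mL TGF-beta after compound addition. %Activity was normalised to no-cell wells (complete cell-killing) and DMSO (no toxicity), and curves were fitted and classified.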
* hit, by the source's call; i = inactive; ? = inconclusive; / = no result given; & = joins results of further samples; [ ] = dose if it differs, or a comment. Calls follow the shape of the dose curve; as a rule, active = well fitted curve in the direction sought with a large enough effect; inconclusive = small, poorly fitted or top-dose-only effect, or another doubt; inactive = no such curve, though single readings can be large; an effect the other way counts as inactive or inconclusive. Potency is read from the fitted curve at half-maximal effect. Only part of the results is shown. The share of hits here may be higher or lower than overall.

SMILES	MCF10A rereplic	EPAC2 antagonist	Nrf2 activator	ATXN viability	A549 viability	ATXN2 expr inh	Nrf2 block	TGFb inhibitor	HepG2 tox
COc1ccccc1-c1cc(C(F)(F)F)nc(S(=O)(=O)CCCC(=O)N2CCCCC2C)n1 (configuration not stated)	4µM*	-20%	-3.1%	/	-18%	?	?	10µM*	-101%
Oc1cc2ccccc2cc1-c1n[nH]c(=S)o1	9%	-6%	0.0%	i	0%	42%[activator]	15%	-5%	-31%
Cc1ccc(S(=O)(=O)N2CCOCC2)cc1C(=O)NC1CCCC1	-8%	6%	-0.2%	i	-4%	-11%	2%	-2%	3%
CCN(CC)CCN1c2ccccc2Sc2ccc3ccccc3c21	?	-15%	7.3%	i	-4%	-16%	?	-14%	-29%
CC[C@H](C)[C@H]1CNC(=S)N1CC1CCN(CCC(C)(C)C)CC1	-11%	5%	-0.3%	i	-3%	1%	-2%	-11%	0%
COc1ccc(C2c3c(ccc4ccccc34)Oc3ncn4nc(-c5ccco5)nc4c32)cc1OC (configuration not stated)	-4%	13%	0.9%	i	-2%	3%	11%	-1%	1%
Cc1ccc(OCCSc2nnc(NC(=O)c3ccco3)s2)cc1	-6%	17%	-0.5%	i	-1%	0%	10%	?	4%
COC(=O)c1c(-c2ccc(F)cc2)csc1NC(=O)c1ccco1	?	2%	5.1%	i	-11%	68%[activator]	8%	1%	-12%
CCn1c(Cn2nnc(-c3ccccc3)n2)nnc1SCc1ccc(Cl)c(Cl)c1	?	-3%	2.0%	i	5%	-20%	/	?	-9%
COc1ccc(C(N)=S)c(OC)c1	0%	4%	0.0%	i	2%	-9%	?	-1%	-16%
CCN(CC)CCNC(=O)c1ccc(Cl)c(S(=O)(=O)Nc2ccc(Cl)cc2)c1	18%&8%	3%&0%	-0.3%&-0.4%	?	-21%&-11%	-9%&3%	3%&-1%	-7%&-2%	-5%&-11%
CCN(CC)C(=O)C1CCN(S(=O)(=O)c2cccc3nonc23)CC1	13%	22%	0.4%	i	0%	6%	9%	5%	13%
CCOc1ccc(C(=O)Nc2nnc(SCc3cc(=O)c4cc(C)ccc4[nH]3)s2)cc1	/	/	-0.7%	i	14%	15%	/	-1%	5%
Cc1ccc(C)c(CN2C(=O)c3ccccc3S(=O)c3ccc(C(=O)N4CCCCC4)cc32)c1 (configuration not stated)	/	/	0.3%	i	?	16%	?	?	0%
Cc1ccc2nc(NC(=O)C3CCN(c4ncnc5sc(C)c(C)c45)CC3)sc2c1	23µM*	2%	-1.6%	i	5%	1%	?	-15%	-20%
O=C(CN1CCN(c2ccc(F)cc2)CC1)Nc1ccc2c(c1)OCCO2	24%	4%	0.1%	i	4%	-21%	13%	9%	-3%
O=C1CC(=O)C(n2cncn2)C(c2cccc(Cl)c2)C1 (configuration not stated)	5%	0%	0.0%	?	-8%	-1%	2%	-9%	-1%
CNC(=S)NNC(=O)c1sc2cc(C(F)(F)F)cnc2c1-c1cccnc1	?	-7%	0.0%	i	4%	4%	-12%	-8%	-4%
COc1ccc(C2CC(c3ccccc3)=NN2c2ccc(S(N)(=O)=O)cc2)cc1 (configuration not stated)	0.58µM*	-3%	-0.2%	/	-6%	-3%&-9%	-25%	?	-44%
COC(=O)C1=C[C@@H](C(=O)OC)C2C3=C(C(=O)[C@]2(CC(C)C)NC(=O)c2ccccc2)[C@H](C)n2c(=O)n(C)c(=O)n2[C@@H]3C1 (some centres not stated)	/	/	/	/	1%	/	6%	-6%	-3%
O=C(NC(=S)N1CCN(C/C=C/c2ccccc2)CC1)c1ccc(F)cc1	1%	-1%	12%	i	-7%	-22%	?	-6%	-5%
COc1cc2c(cc1OC)CN(CC(=O)Nc1ccccc1C(=O)NC1CC1)CC2	9%	15%	-0.1%	i	3%	-2%	-3%	-6%	-1%
O=C(Nc1ccc(NC(=O)c2ccc3c(c2)OCCO3)cc1)c1ccccc1	3%	18%	5.0%	?	2%	?	-15%	4%	-13%
CC1(c2ccccc2Cl)NC(=O)N(CC(=O)Nc2ccc3c(c2)OCO3)C1=O (configuration not stated)	3%	0%	0.1%	i	0%	-17%	-3%	15%	-10%
Cc1ccc(NC(=O)CN2C(=O)CC(C)S(=O)(=O)c3ccccc32)cc1 (configuration not stated)	0%	-2%	-0.5%	i	1%	-4%	7%	2%	-4%

By substructure, those above with fluorine (5)
SMILES	MCF10A rereplic	EPAC2 antagonist	Nrf2 activator	ATXN viability	A549 viability	ATXN2 expr inh	Nrf2 block	TGFb inhibitor	HepG2 tox
COc1ccccc1-c1cc(C(F)(F)F)nc(S(=O)(=O)CCCC(=O)N2CCCCC2C)n1 (configuration not stated)	4µM*	-20%	-3.1%	/	-18%	?	?	10µM*	-101%
COC(=O)c1c(-c2ccc(F)cc2)csc1NC(=O)c1ccco1	?	2%	5.1%	i	-11%	68%[activator]	8%	1%	-12%
O=C(CN1CCN(c2ccc(F)cc2)CC1)Nc1ccc2c(c1)OCCO2	24%	4%	0.1%	i	4%	-21%	13%	9%	-3%
CNC(=S)NNC(=O)c1sc2cc(C(F)(F)F)cnc2c1-c1cccnc1	?	-7%	0.0%	i	4%	4%	-12%	-8%	-4%
O=C(NC(=S)N1CCN(C/C=C/c2ccccc2)CC1)c1ccc(F)cc1	1%	-1%	12%	i	-7%	-22%	?	-6%	-5%

Single records (already shown):
Oc1cc2ccccc2cc1-c1n[nH]c(=S)o1 in the list: MCF10A rereplic = 9%; EPAC2 antagonist = -6%; Nrf2 activator = 0.0%; ATXN viability = i; A549 viability = 0%; ATXN2 expr inh = 42%[activator]; Nrf2 block = 15%; TGFb inhibitor = -5%; HepG2 tox = -31%
CC1(c2ccccc2Cl)NC(=O)N(CC(=O)Nc2ccc3c(c2)OCO3)C1=O (configuration not stated) in the list: MCF10A rereplic = 3%; EPAC2 antagonist = 0%; Nrf2 activator = 0.1%; ATXN viability = i; A549 viability = 0%; ATXN2 expr inh = -17%; Nrf2 block = -3%; TGFb inhibitor = 15%; HepG2 tox = -10%

The list goes on:
SMILES	MCF10A rereplic	EPAC2 antagonist	Nrf2 activator	ATXN viability	A549 viability	ATXN2 expr inh	Nrf2 block	TGFb inhibitor	HepG2 tox
CN1C(=O)N(CN2CCCCC2)C2C1N(C)C(=O)N2CN1CCCCC1 (configuration not stated)	-5%	0%	0.4%	i	-7%	-2%	11%	-21%	5%
CCCCC(=O)NS(=O)(=O)c1ccc(N=NN2CCCCC2)cc1	-1%	6%	0.3%	i	2%	7%	5%	6%	0%
COc1ccc(Cl)cc1C(=O)N1CCN(Cc2ccc3c(c2)OCO3)CC1	6%	8%	2.9%	?	-1%	/	-23%	-25%	-26%
O=C(O)c1ccc(Oc2ccc(S(=O)(=O)c3ccc(C(=O)O)c(C(=O)O)c3)cc2)cc1	?	2%	0.5%	i	8%	-6%	6%	8%	-7%
Cc1ccc(NC(=O)CN2C(=O)S/C(=C\c3cccn3C)C2=O)cc1	?	6%	-0.8%	?	-10%	-15%	-20%	-12%	8%
COc1ccc(NS(=O)(=O)c2ccc(NS(=O)(=O)c3ccc(SC)cc3)cc2)c(OC)c1	?	-12%	-0.4%	i	9%	2%	/	-1%	-28%
COc1ccc(C(C)=O)cc1COC(=O)CSC(C)C(=O)Nc1cc(C)on1 (configuration not stated)	-1%	-2%	-0.4%	?	-1%	2%	-3%	-11%	-21%
Cn1c(NCc2cccc(Cl)c2)nc2ccccc21	/	/	7.0%	/	-1%	/	?	/	-18%
COc1ccc(-n2nc3c(c2NC(=O)COc2ccccc2)CS(=O)(=O)C3)cc1	2%	-9%	-0.1%	i	-1%	2%	-15%	-5%	2%
O=S(=O)(Cc1ccc(Cl)cc1)c1ccccc1-c1nnc(-c2ccccc2)o1	22%	-17%	-0.9%	i	-10%	-22%	-7%	6%	-2%
Cc1nn(C(C)C(=O)O)c(=O)c2c1sc1ccccc12 (configuration not stated)	2%	-4%	-0.4%	i	-5%	-8%	-8%	-14%	14%
COc1ccc(NC(=O)c2ccco2)cc1NC(=O)c1c(F)c(F)c(OC)c(F)c1F	-10%	-2%	0.0%	i	-2%	-3%	/	-7%	2%
CCOc1cc(C2C3=C(CC(C)(C)CC3=O)N(C)C3=C2C(=O)CC(C)(C)C3)ccc1O	-3%	3%	-0.3%	?	-2%	-2%	6%	2%	-2%
COc1ccc(OCC(O)CNC(C)c2ccccc2)cc1 (configuration not stated)	-4%	0%	4.4%	i	6%	/	1%	-7%	-30%
CCOc1cc(NC(=S)NCc2ccco2)c(OCC)cc1NC(=O)c1ccco1	5%	-13%	15%	i	0%	-5%	-2%	-1%	-20%
CCOCCCn1c(SCc2nc3sc(C(=O)O)c(C)c3c(=O)[nH]2)nnc1-c1ccc(Cl)cc1	5%	22%	-0.5%	i	1%	-8%	17%	-24%	11%

Screening data: PubChem BioAssay, National Center for Advancing Translational Sciences (NCATS)
